NOD2-RIPK2 inh: NOD2-RIPK2 binding disruptors in cells, primary screen, fluorescence, CHO cells, BLA complementation | 360,000 tested, 0.38% active | Receptor-interacting serine/threonine-protein kinase 2 (Homo sapiens), O43353 | CCF4 ratio | inhibition, % at 4.98 µM; in the data active = inhibition above about 21%;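 note: 0% = vehicle only and 100% = reference blocker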
TLR9-MyD88 inh: inhibitors of TLR9-MyD88 association in cells, primary screen, cell-based, CHO, BLA complementation, fluorescence; CCF4 FRET ratio; 340,000 tested, 0.21% active; inhibition, % at 4.98 µM; AID 504734, 2011;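 active = inhibition above the mean over all tested compounds plus 3 SD, cut at about 21% in these data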;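 note: 0% = DMSO only wells and 100% = clavulanate BLA inhibitor control wells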
LRH-1 inv ag: LRH-1 (NR5A2) inverse agonists, primary screen, cell-based, luminescence, HEK293T, StAR-luciferase reporter | Nuclear receptor subfamily 5 group A member 2 (Homo sapiens), O00482 | LRH-1 transfected, 24 h | inhibition, % at 3.6 µM | 360,000 tested, 0.13% active;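 active = inhibition above the mean inhibition of all tested compounds plus 3 SD, cut at about 73% in these data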;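 note: 0% = DMSO wells and 100% = reporter-only cells lacking LRH-1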
Target sequence (O00482 whole entry, looked up): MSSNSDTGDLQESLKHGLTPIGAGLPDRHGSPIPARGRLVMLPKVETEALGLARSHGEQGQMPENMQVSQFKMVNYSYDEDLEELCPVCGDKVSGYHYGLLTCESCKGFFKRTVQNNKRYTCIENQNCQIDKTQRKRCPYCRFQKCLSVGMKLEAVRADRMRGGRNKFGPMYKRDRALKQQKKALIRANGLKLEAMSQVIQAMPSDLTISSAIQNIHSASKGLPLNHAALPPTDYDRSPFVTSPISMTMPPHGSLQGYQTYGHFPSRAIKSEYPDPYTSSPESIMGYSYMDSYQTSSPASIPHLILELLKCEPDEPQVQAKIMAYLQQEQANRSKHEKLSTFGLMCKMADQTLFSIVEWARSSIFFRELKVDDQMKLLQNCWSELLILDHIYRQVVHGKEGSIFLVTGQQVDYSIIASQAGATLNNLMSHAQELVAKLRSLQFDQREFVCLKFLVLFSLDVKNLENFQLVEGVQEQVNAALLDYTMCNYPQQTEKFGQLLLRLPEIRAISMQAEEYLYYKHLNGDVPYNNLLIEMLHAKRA
SRC3 inh: SRC3 coactivator transcriptional activity inhibitors, primary screen, cell-based, luminescence | AID 588352, 2011 | 360,000 tested, 0.17% active | HEK293 GAL4-SRC3 luciferase reporter | Nuclear receptor coactivator 3 (Homo sapiens), Q9Y6Q9 | inhibition, % at 3.6 µM;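 active = inhibition above a per-campaign cutoff, the mean of all compounds plus 3 SD, cut at about 60% in these data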;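 note: 0% = DMSO-treated cells and 100% = gossypol-treated cells at 36 µM; higher means less SRC3-driven luciferase light from the GAL4 reporter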
MC4R barr agon: MC4R agonists recruiting beta-arrestin, primary screen, cell-based, luminescence, agonist arm of biased-ligand search | U2OS MC4R beta-arrestin complementation; percent of melanotan II response, DMSO zero | activation, % at 8.9 µM | 360,000 tested, 0.98% active;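 active = activation above a per-plate cutoff, the mean activation of sample wells on that plate plus 3 SD, cut at about 8% in these data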
Target sequence (P32245 whole entry, looked up): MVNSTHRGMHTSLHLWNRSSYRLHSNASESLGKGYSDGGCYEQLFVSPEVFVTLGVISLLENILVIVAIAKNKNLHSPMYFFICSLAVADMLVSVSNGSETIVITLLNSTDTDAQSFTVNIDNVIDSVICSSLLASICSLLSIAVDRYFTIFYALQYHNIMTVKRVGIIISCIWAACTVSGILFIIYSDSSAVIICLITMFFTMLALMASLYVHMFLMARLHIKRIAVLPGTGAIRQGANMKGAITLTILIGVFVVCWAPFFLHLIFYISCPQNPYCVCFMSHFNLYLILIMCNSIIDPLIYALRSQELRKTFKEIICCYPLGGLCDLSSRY
MC4R antagonist: MC4R antagonists of cAMP signaling, primary screen, cell-based, TR-FRET, antagonist arm of biased-ligand search; MC4R-expressing cells, MTII-stimulated cAMP, LANCE TR-FRET; inhibition, % at 6.5 µM; 360,000 tested, 0.48% active; AID 540295, 2011;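 active = inhibition above its plate's cutoff, the mean of tested wells on that plate plus 3 SD, cut at about 29% in these data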;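 note: 0% = Melanotan II alone and 100% = Melanotan II plus saturating MCL0020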
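Assay system: human MC4R-expressing U2OS cells; reagent: Melanotan II stimulation of cells; dosing: 6.5 µM single dose; timing: compound 30 min, challenge 1 h, detection 1 h; signal: TR-FRET cAMP assay; replicates: one well per compound, no replicates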
NCOA2 inhibitor: inhibition of GAL4-SRC2 driven luciferase reporter, primary screen, SRC2 inhibitor project, cell-based, luminescence. Nuclear receptor coactivator 2 (Homo sapiens), Q15596. 370,000 tested, 0.17% active. inhibition, % at 9 µM. HEK293 GAL4-SRC2 luciferase reporter;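 active = inhibition above the mean inhibition of all tested compounds plus 3 SD, set per campaign, cut at about 52% in these data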;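 note: 0% = DMSO treated cells and 100% = cells given Gossypol at 36 µM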
ABHD5 PLIN5 PPI: ABHD5-PLIN5 interaction inhibitors, primary screen, cell lysate, split luciferase complementation, luminescence. AID 602281, 2012. Perilipin-5 (Homo sapiens) + 1-acylglycerol-3-phosphate O-acyltransferase ABHD5 (Homo …. inhibition, % at 4 µM. Split G. princeps luciferase complementation, 4 h. 360,000 tested, 0.78% active;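 active = inhibition above the mean inhibition across every tested compound plus 3 SD, cut at about 22% in these data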;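 note: 0% = DMSO only wells and the 100% control is not disclosed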
COUP-TFII inh: NR2F2 transcriptional activity inhibitors, primary screen, cell-based, luciferase reporter, HEK293T, luminescence; inhibition, % at 8.6 µM; 370,000 tested, 0.7% active; HEK293T NGFI-A luciferase reporter; COUP transcription factor 2 (Homo sapiens), P24468;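 active = inhibition above a per-plate cutoff, mean inhibition of test wells between control levels plus 3 SD, cut at about 38% in these data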;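 note: cells cotransfected with COUP-TFII expression vector driving the NGFI-A reporter; 0% = median of COUP-TF2 test wells and 100% = reporter-only cells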
SRC1 inh: SRC1 coactivator transcriptional activity inhibitors, primary screen, cell-based, luminescence; Nuclear receptor coactivator 1 (Homo sapiens), Q15788; HEK293 GAL4-SRC1 luciferase reporter; inhibition, % at 3.6 µM; 360,000 tested, 0.12% active; AID 588354, 2011;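 active = inhibition above the campaign mean plus 3 SD, with each screening campaign given its own cutoff, cut at about 60% in these data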;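 note: 0% = DMSO treated cells and 100% = gossypol at 36 µM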
LMP1 NFkB inh: EBV LMP1-driven NF-kappaB luciferase reporter inhibitors, primary screen, cell-based, luminescence, single point; AID 504558, 2011; 350,000 tested, 0.69% active; inhibition, % at 12.5 µM; LMP1-induced NF-kappaB luciferase reporter cells; in the data active = inhibition above about 41%;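 note: 0% = neutral control wells and 100% = reference inhibitor control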
Starred values were filed as active, the others as inactive; x = not tested or not shown. This is a subset (hit frequency here may not be typical).

SMILES	NOD2-RIPK2 inh	TLR9-MyD88 inh	LRH-1 inv ag	SRC3 inh	MC4R barr agon	MC4R antagonist	NCOA2 inhibitor	ABHD5 PLIN5 PPI	COUP-TFII inh	SRC1 inh	LMP1 NFkB inh
O=C(N/N=C\c1cccc(OC(=O)c2ccco2)c1)c1ccc2c(c1)OCO2	7	-28	-54	-59	-2.7	-9	-37	1	-32	-84	21
COc1ccc(NC(=O)C(Cc2ccccc2)NC(=O)c2ccco2)cc1OC (configuration not stated)	10	0	-5	17	-2.1	8	-10	7	9	-30	-18
CCNS(=O)(=O)c1ccc(NC(=O)CC(C)c2ccccc2)cc1 (configuration not stated)	-10	6	-9	11	2.1	-1	-5	3	-14	7	-4
CCCNC(=O)N1CCN(S(=O)(=O)c2ccc(C)cc2)CC1	2	-1	-16	11	-0.9	12	-33	-2	8	-12	-17
Cc1cc(NC(=O)c2cccs2)n(-c2ccccc2)n1	1	10	6	10	0.4	-1	-14	7	-3	-10	6
CCOC(=O)CSc1nnc(NC(=O)c2cccc([N+](=O)[O-])c2C)s1	-9	-8	5	10	-2.0	26	-35	1	6	5	2
O=C(c1ccc(C(F)(F)F)cc1)N1CCCCC1	2	3	1	7	1.4	21	-14	-3	8	-3	3
Cc1cc(C)n(-c2ccc(C(=O)O)cc2)n1	6	1	-3	5	2.1	-5	4	0	-9	6	-6
CCCCCCCCCCCCS[C@H]1CS(=O)(=O)C[C@@H]1O	4	0	8	25	-0.2	-1	-9	7	-3	16	3
COc1ccc(-n2c(SCC(=O)NCC3CCCO3)nc3c(c2=O)SC(C)C3)cc1 (configuration not stated)	-8	2	8	-14	2.6	-2	-34	9	9	-10	9
Cc1ccc(NC(=O)C2CCN(S(=O)(=O)c3c(C)[nH]c(=O)[nH]c3=O)CC2)cc1	1	-7	-6	6	1.1	5	22	7	-3	-14	-5
Cc1ccc(C(=O)NC(=S)Nc2ccccc2C(F)(F)F)c(C)c1	-7	-5	-4	-2	-0.4	5	-2	5	9	-15	-3
CSCC[C@H](NC(=O)Nc1cccc(Br)c1)C(=O)O	2	1	12	8	0.8	10	25	3	6	-3	-1
O=C1NC[C@@H](Cc2cccc3ccccc23)N(CCCCC2CCCCC2)C1=O	-9	0	-8	-4	5.6	0	-6	0	-5	0	0
C[C@H]1CN([C@@H](C)CO)S(=O)(=O)c2ccc(C#Cc3ccccn3)cc2O[C@@H]1CN(C)C(=O)C1CC1	-5	0	7	0	-1.2	-3	-9	5	-5	5	-8
c1ccc(-c2cc3c(nn2)CCc2nonc2-3)cc1	-7	-10	-6	-11	1.5	20	-32	-2	2	-4	-11
COc1ccc(C(=O)Nc2cc(OC)cc(OC)c2)cc1	-1	-10	-98	-75	-1.3	-6	-52	-4	-56	-67	-2
Cc1cccc(NC(=O)c2ccc(S(=O)(=O)N3CCOCC3)cc2)c1C	-10	-6	-11	7	-1.8	2	-7	6	1	-8	1
O=C(COc1ccccc1/C=C\c1nc(O)c([N+](=O)[O-])c(=O)[nH]1)Nc1ccccc1	-4	1	-47	-21	-1.9	-9	-26	23*	-27	-29	-7
CCOc1ccc(N2CC(C(=O)Nc3cc(S(=O)(=O)N4CCCCC4)ccc3C)CC2=O)cc1 (configuration not stated)	-3	-4	30	-21	-2.5	-2	10	-1	-9	-18	-1
CCOC(=O)C1(C(C)(C)CC)CC(CSc2nc3ccccc3[nH]2)OC1=O (configuration not stated)	-5	8	12	16	1.3	2	10	-4	27	12	7
CCOC(=O)CNC(=O)C(CC(C)C)NC(=O)C1CCCCC1 (configuration not stated)	0	2	2	-12	-2.1	-4	-2	-3	0	-39	3
COc1cc(NS(=O)(=O)c2ccc(NC(=O)Cc3ccccc3)cc2)nc(OC)n1	-20	2	-14	3	-2.4	8	-3	14	2	-16	-3
CCCNC(=O)C1(CC2CC(c3ccccc3)=NO2)CCN(C(=O)Cc2ccc(F)cc2)CC1 (configuration not stated)	2	-7	4	17	-0.2	7	-21	0	-14	10	7
CC(=NNC(=O)c1cccs1)c1ccc2c(c1)OCCO2	-8	-19	-90	-55	-2.5	-8	-99	-2	-64	-104	-24
Cc1cccc(C)c1NC(=O)[C@@]1(CC(=O)O)CC(/C=C/c2ccccc2)=NO1	-3	-1	-3	-8	0.8	18	-6	0	5	11	6
O=C(CCl)Nc1cn(-c2ccccc2)nc1-c1ccccc1	6	-5	0	9	-1.7	20	20	6	-7	-9	-17
CCNc1nc(NCC)nc(SCCOC(=O)c2ccccc2)n1	-10	3	-5	-1	-1.8	-1	10	-2	-12	-5	-19
CCC(=O)N1N=C(c2cccc(NS(C)(=O)=O)c2)CC1c1cccs1 (configuration not stated)	-8	10	11	14	-1.0	1	-26	-5	-10	6	1
O=[N+]([O-])c1cccc(/C=N/n2c(-c3cccnc3)n[nH]c2=S)c1	1	-5	23	6	-0.4	13	-15	-2	1	3	-2
Cc1cc(C)n(-c2ccc(NC(=O)C3CCCCN3C(=O)c3cccs3)cc2)n1 (configuration not stated)	-1	-5	-9	7	-3.0	2	2	-5	-5	-41	3
COc1ccc(-c2nn(-c3ccccc3)cc2C(=O)N(C)CC(=O)Nc2cccc(F)c2)cc1	-14	-21	-3	-14	0.1	4	-16	-2	3	3	8
Cn1nc(C(C)(C)C)c([N+](=O)[O-])c1C(=O)NC1CCCCC1	6	6	13	8	0.2	1	19	1	-14	-8	9
COc1ccc(NS(=O)(=O)c2ccc(OC)c(NC(=O)CCC3CCCC3)c2)cc1	-11	3	6	-48	1.1	-2	1	2	12	14	16
CCC(C)[C@H](NC(=O)C1CC(=O)N(c2ccc(OC)cc2)C1)C(=O)N1CCCCC1 (some centres not stated)	-3	-2	4	-2	-3.3	8	33	7	10	17	-6
CCc1nc(N2CCN(CC(=O)NCC3CCCO3)CC2)c(C#N)c2c1COC(C)(C)C2 (configuration not stated)	-2	7	-10	-11	-1.7	3	13	5	10	-8	-5
CNc1nc(-c2ccccc2)[n+](-c2ccc(C)cc2)s1	-11	-6	-21	-15	0.9	22	-50	0	-37	-24	-4
O=C(/C=C/c1cccc([N+](=O)[O-])c1)N1CCOCC1	2	12	-1	1	-1.6	1	-4	-1	14	-14	5
CCCCc1cc(=O)oc2c(C)c(OCC(=O)N3C[C@H]4C[C@@H](C3)c3cccc(=O)n3C4)ccc12	-3	7	-16	13	0.5	13	10	-1	5	7	-5
COC(=O)c1ccc(N2CCN(C)CC2)c(NC(=O)c2ccc(Br)o2)c1	-4	-4	21	1	-1.0	-2	-6	2	2	13	-6
Cc1cc2nc3n(c2cc1C)CC1CC(C(=O)NCc2ccco2)N(C)C31 (configuration not stated)	7	-5	-18	-9	-1.2	6	-25	0	2	-3	2
CCCCCCNC(=O)CCNS(=O)(=O)c1ccc(C)cc1	-11	3	13	14	-4.8	-3	23	-1	14	9	5
CC(C)Cn1c(-c2csc3c2CCCC3)n[nH]c1=S	-6	9	-29	15	-0.4	4	x	-3	x	-18	-3
CCN(CC)C(=O)[C@H]1C[C@H](CC(=O)NCc2cccc(C(F)(F)F)c2)C(=O)N2CCc3c([nH]c4cc(CCC(=O)N(C)C)ccc34)[C@]12C	-1	3	27	-2	-2.8	-5	-17	-2	4	-15	1
O=C(COC(=O)C1CC2CCCC(C1)C2=O)c1cccc(Br)c1 (configuration not stated)	-1	-3	0	4	-4.1	-2	-12	-8	11	-16	-3
CC(C)c1nc2cc(C(=O)NC(C)c3cnn(C)c3)ccc2o1 (configuration not stated)	-10	-5	-7	9	-0.5	-1	-21	-3	6	-6	x
C=CCN1CN=C(NS(=O)(=O)c2ccc(NC(C)=O)cc2)NC1	-6	8	-5	15	-0.3	6	5	4	2	6	-2
O=C(CCC(=O)NCCCc1ccccc1)NCCCc1ccccc1	-10	0	6	7	-0.2	4	-10	-2	4	6	2
Cc1c(O)c(S(=O)(=O)c2ccccc2)c(=O)n(-c2ccccc2)c1-c1ccccc1	-6	-5	-22	-11	-1.5	16	-13	0	-20	-16	-14
Cc1cc(=O)oc2ccc(OCC(=O)N3CCC(C)CC3)cc12	-10	-12	3	-23	3.0	8	-3	-5	-16	-45	21
CC(C)Cn1c(N)c(C(=O)COC(=O)CCNS(=O)(=O)c2ccccc2)c(=O)n(C)c1=O	3	0	-6	8	-2.5	11	-3	-7	21	-12	13
CC(CC(=O)N(C)CC(=O)Nc1ccc(N2CCOCC2)cc1)c1ccccc1 (configuration not stated)	-9	2	31	17	-2.5	-1	-5	-3	10	-10	1
CCC(C)(C)C1CCc2[nH]nc(C(=O)NCCCNC(=O)OC(C)(C)C)c2C1 (configuration not stated)	0	-1	12	8	-0.1	3	3	-2	14	-2	1
COc1ccc(/C=C/C(=O)CC(O)(c2ccccc2)C(F)(F)F)cc1 (configuration not stated)	8	-2	11	11	-0.2	1	20	41*	20	11	-32
Cc1cc(C)n(C(=O)c2ccc([N+](=O)[O-])cc2[N+](=O)[O-])n1	1	-5	-5	7	1.1	-4	-23	-2	9	3	-7
COc1ccccc1CCC(=O)OCC(=O)N1c2ccccc2NC(=O)C1(C)C	-12	-5	-18	-11	2.1	3	-15	-5	12	0	2
O=C1C(NS(=O)(=O)c2ccccc2)=C(N2CCN(c3ccc(F)cc3)CC2)C(=O)c2ccccc21	-7	2	-4	-4	-4.9	4	2	-5	1	-10	-1
COc1ccccc1CNC(=O)C1CC(c2ccccc2[N+](=O)[O-])=NO1 (configuration not stated)	-10	2	11	-26	0.8	-5	-3	0	0	-6	-11
CCN(CC)c1nc2ccccc2n(Cc2cccc(OC)c2)c1=O	-11	2	5	3	1.4	-1	4	-7	-1	-4	-2

Assay outcomes: PubChem, several laboratories
